Assay outcomes: PubChem BioAssay, several laboratories
CDK5 inh: blocks human CDK5/p35 kinase activity; Q00535+Q15078; Recombinant CDK5/p35, ADP-Glo luminescence, 60 min; inhibition, % at 10 µM; 330,000 tested, 0.01% active; AID 488839;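 active = highest replicate inhibition of at least 50% and at least 75% of replicates reaching 50%; inconclusive = only one of the two criteria met; inactive = both criteria failed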;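 also: plate controls were DMSO neutral control for no effect and GW8510 at 10 µM for full effect; many of its hits are not listed in these tables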
MITF TRPM1 HTS: increases MITF-driven TRPM1 promoter luciferase signal | activation, % at 12.5 µM | 300,000 tested, 0.75% active | SK-MEL-5 TRPM1-promoter luciferase, 24 h; % of positive control, neutral wells = 0;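 active = mean activation of at least 80% with every replicate also reaching 80%; inconclusive = mean reaches 80% but some replicate falls short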;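 also: 0% = neutral control wells and 100% = parthenolide positive control wells; values of inactives mirror those of a sister screen read the other way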
DSG3 Ab inh: blocks pemphigus antibody binding to human desmoglein-3; 310,000 tested, 0.48% active; P32926; DSG3-coupled beads, scFv-anti-DSG3-GFP binding, flow cytometry; hits give low values; binding (percent of control), % at 10 µM;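 active = binding more than 3 SD below its plate's average and above zero; inconclusive = below that plate limit but binding exactly zero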;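 also: hits lower antibody fragment binding to DSG3; some compounds called inactive have numbers as strong as hits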
SR-BI DiI inh: mouse SR-BI HDL lipid transfer inhibition; inhibition, % at 12.5 µM; Q61009; ldlA[mSR-BI] CHO cells, DiI-HDL uptake fluorescence, 3 h; AID 488896; 320,000 tested, 0.96% active;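 active = mean replicate inhibition of at least 70% and a set share of replicates each scoring 70 or more; inconclusive = meets just one of the two criteria; inactive = fails both criteria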;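 also: 0% = median of neutral control wells and 100% = median of positive control wells; values of inactives mirror those of a sister screen read the other way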
Target sequence (Q61009 whole entry, looked up): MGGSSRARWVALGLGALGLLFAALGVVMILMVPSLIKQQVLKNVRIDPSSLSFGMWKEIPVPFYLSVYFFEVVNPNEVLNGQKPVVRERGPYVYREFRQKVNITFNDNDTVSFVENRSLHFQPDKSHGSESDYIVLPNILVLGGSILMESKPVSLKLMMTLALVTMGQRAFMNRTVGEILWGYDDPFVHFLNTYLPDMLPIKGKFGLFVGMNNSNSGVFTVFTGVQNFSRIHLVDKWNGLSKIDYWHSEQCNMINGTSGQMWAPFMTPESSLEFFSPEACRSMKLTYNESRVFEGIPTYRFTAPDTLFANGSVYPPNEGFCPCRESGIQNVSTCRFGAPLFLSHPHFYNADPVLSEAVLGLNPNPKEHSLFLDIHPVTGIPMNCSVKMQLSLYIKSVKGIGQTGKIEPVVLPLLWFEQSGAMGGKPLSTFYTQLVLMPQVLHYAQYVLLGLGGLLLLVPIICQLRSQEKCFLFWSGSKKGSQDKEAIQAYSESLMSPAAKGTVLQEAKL
NSD2 inh: NSD2 (human) methyltransferase inhibition | O96028 | inhibition, % at 12.5 µM | NSD2 peptide methylation, AlphaScreen, 120 min | 310,000 tested, 0.54% active; in the data active = inhibition above about 50%
PKA-R1A act: PKA-R1A complex activation; P00514+P68181; PKA-R1A dissociation, Cy5-IP20 fluorescence polarization; scaled: DMSO 0%, 113 µM cGMP 100%; activation, % at 11.4 µM; 340,000 tested, 0.083% active; AID 504707;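 active = percent activation above the mean of all tested compounds plus 3 SD, cut at about 19% in these data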;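 also: higher means more PKAc released from R1A so a rise in polarization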
dFosB act: activators of mouse delta FosB homodimer. P13346. purified delta FosB, TAMRA-CDK5 oligo fluorescence polarization; percent of positive-control signal above neutral wells. activation, % at 25 µM. 340,000 tested, 0.99% active. AID 493131;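 active = mean activation above about 17%, with every replicate also reaching it, limit read from the data, passing the limit was not always enough; inconclusive = only one of the two conditions met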;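 also: fluorescence polarization rise as delta FosB binds a TAMRA Cdk5 AP-1 oligo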
SUMO Mot1 rescue: blocks SUMOylation pathway, rescuing yeast Mot1-301 growth; growth rescue, % at 18.8 µM; 320,000 tested, 1% active; S. cerevisiae Mot1-301 growth rescue, ATP luminescence, 38.5C; percent above DMSO median, 100 means doubled;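 active = every valid replicate shows activation above 250% relative to neutral control wells; inactive = the rest, any valid replicate at or below 250%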;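 also: OY570 slx delta 5 strain wells were the positive control but not used for scaling; some compounds called inactive have numbers as strong as hits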
SR-BI DiI-HDL act: SR-BI HDL lipid transfer activation | AID 504775 | activation, % at 12.5 µM | CHO ldlA[mSR-BI] cells, DiI-HDL uptake fluorescence, 3 h; 100 = double the neutral-control signal | 320,000 tested, 0.096% active;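 active = mean replicate activation of at least 60% and every replicate at or above 60%; inconclusive = mean or all-replicate condition met, but not both; inactive = mean below 60% and not all replicates reaching 60%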;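 also: 0% = median plate neutral-control signal and 100% = twice that signal; values of inactives mirror those of a sister screen read the other way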
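Assay system: LDL receptor-deficient CHO ldlA cells overexpressing murine SR-BI / Medium: BSA-supplemented, HEPES-buffered Ham's F12, pH 7.4 / Probe or stimulus: DiI-labelled HDL at 10 µg/mL final / Timing: compound with DiI-HDL co-incubation, 3 h at 37 °C / Technique: bottom-read cell fluorescence after medium removal, ex 550/em 595 nm / Measure: HDL uptake via cellular fluorescence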
Arr AP2 block: human beta-arrestin and AP2 interaction inhibition | 340,000 tested, 0.31% active | inhibition, % at 10 µM | AID 504490 | FITC-arrestin peptide / GST-AP2 beads, flow cytometry; AP2 beta2 appendage carries R879A mutation;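 active = inhibition above a set limit, near 3 SD of compounds lacking own fluorescence, cut at about 54% in these data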;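 also: plate controls were DMSO wells for no effect and 5 µM unlabelled arrestin peptide for full effect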
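test system = AP2 appendage R879A on GSH beads | buffer or medium = PBS plus Tween 20 (0.05%) and BSA (0.1%) | incubation = 12 min plus 1 h, RT | detection = bead flow cytometry, FITC channel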
PKA-R2B act: PKA-R2B complex activation. PKA-R2B holoenzyme dissociation, Cy5-IP20 fluorescence polarization; R2B truncated from residue 108, S112A mutant; 0% DMSO only, 100% 113 µM cGMP. activation, % at 11.4 µM. 340,000 tested, 0.079% active;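 active = activation above a cutoff set at the mean over all compounds plus 3 SD, cut at about 18% in these data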;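 also: higher means more holoenzyme dissociation and a rise in polarization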
Target sequence (P31323 whole entry, looked up, other chains not shown, the tested form may be a part): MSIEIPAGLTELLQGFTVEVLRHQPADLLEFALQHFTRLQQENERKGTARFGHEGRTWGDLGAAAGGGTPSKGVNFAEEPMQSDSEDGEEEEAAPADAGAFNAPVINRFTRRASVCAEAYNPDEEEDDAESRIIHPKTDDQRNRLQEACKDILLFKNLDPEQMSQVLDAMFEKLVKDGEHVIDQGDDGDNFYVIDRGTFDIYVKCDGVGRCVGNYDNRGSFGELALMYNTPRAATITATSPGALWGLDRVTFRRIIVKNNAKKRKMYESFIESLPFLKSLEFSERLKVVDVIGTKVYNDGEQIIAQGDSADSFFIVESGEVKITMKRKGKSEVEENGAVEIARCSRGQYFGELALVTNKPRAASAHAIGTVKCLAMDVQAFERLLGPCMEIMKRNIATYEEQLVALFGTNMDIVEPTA
* hit, by the source's call; ? = inconclusive; . = no result given.

SMILES	CDK5 inh	MITF TRPM1 HTS	DSG3 Ab inh	SR-BI DiI inh	NSD2 inh	PKA-R1A act	dFosB act	SUMO Mot1 rescue	SR-BI DiI-HDL act	Arr AP2 block	PKA-R2B act
CCn1c(=O)c2cc(C(=O)N3CCN(C)CC3)sc2c2ccccc21	1.4	6	100	24	.	3	-19	8	-24	1	6
CN(Cc1c(C(=O)N2CCCCCCC2)nc2ccc(Cl)cn12)C1CCOC1 (stereo not drawn)	-1.6	23	.	10	-1	0	-12	14	-10	-1	0
COC(=O)NC1c2ccccc2Oc2ccc(C)cc21 (stereo not drawn)	-1.6	-2	92	13	.	-7	3	0	-13	-11	0
C=CCSc1nc2c(cnn2-c2ccc(C)c(C)c2)c(=O)[nH]1	-1.9	1	101	-5	.	-4	1	-1	5	-2	-5
COCCNc1nc(C)cc(-c2cc(C(=O)NC3CCCC3)on2)n1	-1.9	-5	98	18	.	-4	-8	13	-18	-1	3
COc1cccc(NC(=O)c2c(F)cccc2F)c1	1.4	49	104	-12	.	13	-7	1	12	32	-4
Cc1ccc(-n2ncc3c2CC(C)(C)CC3NC(=O)c2ccc[n+]([O-])c2)cc1 (stereo not drawn)	0.8	1	105	20	-1	-2	-3	102	-20	5	14
COc1ccc(N2CCN(Cc3nc4ccsc4c(=O)[nH]3)CC2)cc1	-1.7	-10	101	-7	1	1	-11	7	7	12	-11
Cc1cc(N/C=C/C(=O)c2ccc(Br)cc2)no1	-0.1	105*	96	28	1	-3	-8	55	-28	30	2
COc1cccc(C(=O)NC(=S)Nc2ccc(N(C)C)cc2)c1	-1.3	?	101	0	12	-11	-2	-2	0	-6	-15
CCSc1nnc(NC(=O)c2ccc(F)c(S(=O)(=O)N3CCOCC3)c2)s1	-1.4	7	.	-4	0	0	-9	-1	4	-6	5
Cc1n[nH]c(C)c1CS(=O)(=O)c1ccccc1	0.3	-4	103	-5	1	-5	-1	-7	5	-3	-8
COc1cc(/C(C)=N/N2CCOCC2)cc(OC)c1OC	-0.4	-1	100	1	0	0	5	-1	-1	-14	5
CC(C)(CNC(=O)c1cccc(S(=O)(=O)Nc2ccc(SC(F)F)cc2)c1)N1CCOCC1	-0.5	-1	114	-14	.	-7	-3	.	14	3	0
COC(=O)CSc1nnc(CNc2ccc(F)cc2)o1	2.5	.	100	1	-2	-1	2	.	-1	18	5
O=C(NCc1cccs1)C1CCCN(S(=O)(=O)c2ccc3c(c2)OCO3)C1 (stereo not drawn)	-1.6	-9	104	-61	-1	-6	-14	-5	?	4	2
CC1CN(C(=S)Nc2ccccc2)N(c2ccccc2)C1 (stereo not drawn)	0.5	-5	89	-10	1	6	0	8	10	-1	-4
Cc1ccc(N2C(S)=C(C#N)C(=O)NC23CCCCC3)cc1	2.1	4	101	-4	-2	-6	3	114	4	-5	-1
O=C(COC(=O)c1ccc(O)cc1)Nc1cc(C(F)(F)F)ccc1N1CCOCC1	0.7	3	102	2	2	4	-5	1	-2	19	0
Cc1csc(NC(=O)CSc2nnc(C)s2)n1	-0.5	-9	117	-16	7	-4	-5	11	16	17	6
Cc1ccc(N2C(=O)N(CC(=O)Nc3ccc(C)c(C)c3[N+](=O)[O-])C(=O)C2C)cc1 (stereo not drawn)	-1.5	-14	100	13	1	-2	-1	4	-13	15	-3
COc1ccc(C2CC2/C(=N/OC(=O)c2cccs2)c2ccccc2)cc1 (stereo not drawn)	0.6	.	107	1	24	-5	-11	69	-1	-2	-8
COc1cccc(CNS(=O)(=O)c2cc3c(cc2Cl)NC(=O)CO3)c1	-2.5	.	104	5	.	-2	-4	-18	-5	2	-2
COc1ccc(C(=O)COc2ccccc2N2C(=O)C3C4C=CC(C4)C3C2=O)cc1 (stereo not drawn)	-0.3	32	89	-7	0	2	4	3	7	-4	-13

3 entries already listed, ordered by the value under CDK5 inh, rising.
SMILES	CDK5 inh	MITF TRPM1 HTS	DSG3 Ab inh	SR-BI DiI inh	NSD2 inh	PKA-R1A act	dFosB act	SUMO Mot1 rescue	SR-BI DiI-HDL act	Arr AP2 block	PKA-R2B act
O=C(NCc1cccs1)C1CCCN(S(=O)(=O)c2ccc3c(c2)OCO3)C1 (stereo not drawn)	-1.6	-9	104	-61	-1	-6	-14	-5	?	4	2
CC(C)(CNC(=O)c1cccc(S(=O)(=O)Nc2ccc(SC(F)F)cc2)c1)N1CCOCC1	-0.5	-1	114	-14	.	-7	-3	.	14	3	0
COc1ccc(C(=O)COc2ccccc2N2C(=O)C3C4C=CC(C4)C3C2=O)cc1 (stereo not drawn)	-0.3	32	89	-7	0	2	4	3	7	-4	-13

Later entries:
SMILES	CDK5 inh	MITF TRPM1 HTS	DSG3 Ab inh	SR-BI DiI inh	NSD2 inh	PKA-R1A act	dFosB act	SUMO Mot1 rescue	SR-BI DiI-HDL act	Arr AP2 block	PKA-R2B act
O=C(O)C1CCCCC1C(=O)Nc1ccc(OCc2ccccc2)cc1 (stereo not drawn)	-2.6	11	112	-5	1	-9	-1	20	5	-4	-2
NS(=O)(=O)c1ccc2ccccc2c1	-1.4	8	102	.	0	-16	1	-9	.	8	2
CCN(CC)S(=O)(=O)c1cc([N+](=O)[O-])ccc1NNC(=O)Nc1ccc(Cl)c(Cl)c1	1.9	-42	97	59	-4	-10	-3	-12	-59	-10	-14
c1csc(-c2csc3ncnc(NCCCN4CCOCC4)c23)c1	-3.3	-7	107	-18	0	0	-5	41	18	8	-8
OCCN(Cc1ccccc1)Cc1ccc(F)c(F)c1	-0.5	6	93	-15	0	-3	-5	-15	15	-18	6
COc1ccc(-n2c(SCc3nnc(-c4ccccc4)o3)nnc2-c2ccccc2)cc1	-0.9	.	.	16	16	-6	-23	-2	-16	-1	-11
Cc1cccc(N(C(=O)CCC(=O)Nc2cc(C)on2)C(C(=O)NC2CCCC2)c2ccncc2)c1 (stereo not drawn)	0.0	-1	97	3	-1	-1	-8	530	-3	-1	1
CN(c1cccc2cccnc12)S(=O)(=O)c1ccccc1	2.4	4	.	.	0	3	-2	-12	.	6	-4
CCc1cc2c(=O)n(-c3ccccc3)c(=S)[nH]c2s1	1.0	-1	99	12	0	1	-6	-3	-12	2	-9
CC(C)c1ccc(NC(=O)N2CCN(S(=O)(=O)c3ccccc3)CC2)cc1	-1.4	2	96	-8	-10	-3	-6	-16	8	2	-11
COc1ccc(/C=N/n2c(C)nc3ccccc3c2=O)cc1OC	0.4	-1	103	-7	-4	-3	-6	-9	7	48	-16
CC(=O)Nc1cccc(OCc2ccc(F)cc2)c1	0.8	18	105	3	-1	-7	-7	15	-3	-8	1
O=C(Cc1ccc(Cl)cc1)Nc1ncccn1	-0.8	21	104	-8	.	7	2	20	8	8	10
COC(=O)c1cc(OC)c(OC)cc1NC(=O)C(C)Sc1ccc(C)cc1 (stereo not drawn)	-1.8	-1	100	-1	2	4	-3	3	1	22	-1
Nc1nnc(CSCc2cccc(Br)c2)s1	-1.3	-1	114	.	-7	7	1	-5	.	14	-9
CCCCN(CCCC)CCCNC(=O)CN1C(=O)COc2ccc(S(=O)(=O)N3CCC(C)CC3)cc21	0.6	2	107	-6	2	-8	1	2	6	45	2
O=C(NNC(=S)NC(=O)C12CC3CC(CC(C3)C1)C2)c1ccncc1	-1.6	-12	120	-2	1	-1	-13	-11	2	-8	-2
CCCc1cc(=O)oc2cc(OCC(=O)N3C[C@H]4C[C@@H](C3)c3cccc(=O)n3C4)c(Cl)cc12	-0.9	-10	103	-13	.	2	-10	-2	13	1	-2
CC(=O)Nc1cccc(NS(=O)(=O)c2cc3c4c(c2)CCN4C(=O)CC3)c1	-0.4	-2	102	-8	1	1	-6	14	8	34	5
COc1ccc2cnnc(SCC(=O)Nc3ccc(C(C)=O)cc3)c2c1OC	0.8	12	127	-44	-2	2	-14	14	44	-1	8
CC(C)CN(C(=O)CN1C(=O)C2CCCCC2C1=O)c1c(N)n(Cc2ccccc2)c(=O)[nH]c1=O (stereo not drawn)	-3.4	0	113	-79	0	-15	-1	-16	.	2	6
COc1ccc(-c2cc(C(=O)NCC3CCCO3)on2)cc1OC (stereo not drawn)	2.1	8	.	-6	7	-2	-3	20	6	10	1
Cc1nc(C)c(C(=O)OCC(=O)N(C)c2ccccc2)s1	0.0	-4	100	-12	2	2	5	.	12	16	0
COc1ccc(N=Cc2nc(-c3ccccc3)oc2OC(=O)c2ccccc2)cc1	-1.0	-11	90	22	2	-9	-7	56	-22	13	-12
Cc1[nH]n(-c2cccc3ccccc23)c(=O)c1/C=N/c1sc2c(c1C#N)CCC2	0.8	.	101	-28	11	-2	-9	-4	28	32	-16
O=S1(=O)c2ccc(Br)cc2N2CCC[C@@H]2CN1Cc1ccccc1	-0.3	-18	105	38	.	0	-2	.	-38	23	-4
CCCCn1c(N)c(N(CC)C(=O)c2ccc(C)cc2)c(=O)[nH]c1=O	0.3	.	.	.	0	0	-1	0	.	10	-5
O=C(C1CCCC1)N1CCN(S(=O)(=O)c2ccc(F)cc2)CC1	-2.0	8	105	-3	4	-2	-3	13	3	5	-11
Cc1cc(C)c(COc2ccc(/C=N/n3c(C)n[nH]c3=S)cc2)c(C)c1	-0.3	26	97	12	3	-5	-9	-11	-12	11	-17
COc1ccc(C(=O)Nc2ccc(Cl)cc2F)cc1S(=O)(=O)N1CCCC1	0.0	-1	101	35	-2	-10	-11	48	-35	-15	7
O=C(CSCc1ccccn1)Nc1ccccc1	-0.7	34	107	-16	1	13	-1	-1	16	28	-6
S=C(NCCCN1CCOCC1)Nc1cccc(Cl)c1	1.7	-10	98	12	-1	-17	-1	-18	-12	23	-4
O=C(Nc1ccc2ccccc2c1)c1cccnc1	0.6	66	99	-14	-3	-7	1	2	14	7	2
Cc1cc(/C=N/NC(=O)c2ccncc2)c(C)n1-c1ccccc1	-0.8	29	87	11	6	-9	-12	-3	-11	3	-1
COc1ccc(CC(=O)N2N=C(C)CC2(O)C(F)(F)F)cc1 (stereo not drawn)	1.1	-12	102	-29	-1	-9	-5	20	29	7	1
COc1ccc(CCNC(=O)C2CCN(C(=O)c3ccc(OC)c(OC)c3)CC2)cc1	-0.4	-1	111	-8	0	-7	-3	13	8	17	-10
O=C(NCc1ccccc1)c1cc2ccccc2o1	-6.1	12	99	6	-3	1	-4	-14	-6	4	0
